From PubChem
S3 lipid droplet: qHTS Assay for Lipid Storage Modulators in Drosophila S3 Cells; Drosophila S3 cells, BODIPY lipid droplet fluorescence, 18-24 h; cells fed with added oleic acid; Potency in µM for hits, for the others lipid storage change, negative = inhibition, % at the top dose, mostly 46.1 µM; actives 0.64% (n = 320,000); active = well fitted inhibition curve with a large enough effect in the signal ratio, with a control signal flat, not every such curve was filed as active; inconclusive = small, poorly fitted or top-dose-only effect, or effect the other way, or a change in a side signal; the % refers to the signal ratio
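Drosophila S3 cells got compounds at several concentrations plus oleic acid (400 uM solution). Laser-scanning cytometry with 488 nm excitation read lipid droplets at 500-530 nm and cells at 575-640 nm. Percent activity was relative to 20 uM Triacsin C.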
S3 lipid droplet cell count max: further read-out of S3 lipid droplet, marked with its call; cell number change, %; measured here: cell count max response;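 cells counted by Cell Tracker Red CMTPX staining in the red channel; peak over a dose series mostly up to 46.1 µM; percent activity relative to internal control wells on each plate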
The depositor's hits bear a star; i = inactive; ? = inconclusive; · = not tested or not shown; & = joins results of further samples; [ ] = another dose, or the depositor's remark. % is scaled to controls: 0 for no effect and ±100 for the full control effect; potency is read from the fitted curve at half-maximal effect. These rows are one share of the data; count on the stated rates, not on these rows.

| smiles | S3 lipid droplet | S3 lipid droplet cell count max |
| --- | --- | --- |
| CCc1cccc(C)c1NC(=O)COC(=O)Cc1ccsc1 | ? | · |
| CCC(Sc1ccc2nnc(-c3cccnc3)n2n1)C(=O)O (stereo unspecified) | ? | · |
| CCCCC(=O)Nc1cccc(-c2nnc(-c3ccccc3)o2)c1 | ? | · |
| CCOc1ccc(NC(=O)CN(C)C(=O)CC2OC(=O)c3ccccc32)cc1OCC (stereo unspecified) | 9%[0.0737 µM] | · |
| Cc1cc2ncn(/N=C/c3ccc4c(c3)OCO4)c2cc1C | ? | · |
| CCOC(=O)c1c(NC(=O)c2c(C(=O)O)cccc2[N+](=O)[O-])sc2c1CCCC2 | i | 30 |
| CC(=O)Oc1ccc(-c2cccc(C(=O)O)c2)cc1 | ? | · |
| O=C(CSc1nnc(-c2ccncc2)n1C1CCCCC1)Nc1cccc(O)c1 | ? | · |
| C[N+]1(C2CCC3CCCC2C3O)CCCC1 (stereo unspecified) | ? | · |
| COc1ccc(CNc2ncc(-c3ccccc3)n2C)c2ccccc12 | ? | · |

The list continues.
| smiles | S3 lipid droplet | S3 lipid droplet cell count max |
| --- | --- | --- |
| CC(=O)Nc1ccc(NC(=O)COc2ccc(S(=O)(=O)N3CCCC3)cc2)cc1 | ? | · |
| Cc1noc(C)c1C(=O)N(CC(=O)Nc1ccc(Cl)c(C(F)(F)F)c1)Cc1ccco1 | ? | · |
| CCOC(=O)C1CCCN(C(=S)Nc2ccc(C)cc2C)C1 (stereo unspecified) | ? | · |
| COc1ccc(NC(=O)CN2CCC(C(=O)c3ccc(C)cc3)CC2)c(OC)c1 | ? | · |
| CCN(CC)CCNC(=O)c1ccc(NC(=O)c2cc(S(=O)(=O)N3CCCCC3)ccc2C)cc1 | ? | · |
| Nc1nc(N(Cc2ccccc2)Cc2ccccc2)nc(C(F)(F)F)n1 | ? | · |
| CCN(CC)c1ccc(/C=N/NC(=S)NCc2ccccc2)c(O)c1 | 12µM* | -20* |
| CCOC(=O)CSc1nnc2c(n1)C1(C)CCC2C1(C)C (stereo unspecified) | ? | · |
| Cc1ccccc1-c1nc(CN2CCC(C(=O)N3CCC(C(N)=O)CC3)CC2)c(C)o1 | i | · |
| CC1=CC(C)(C)Nc2ccc(OC(=O)CN3C(=O)c4ccccc4C3=O)cc21 | ? | · |

Full records from above. Order of screens: S3 lipid droplet	S3 lipid droplet cell count max
Profile of `CC1=CC(C)(C)Nc2ccc(OC(=O)CN3C(=O)c4ccccc4C3=O)cc21` : ?	·
Profile of `CCOC(=O)c1c(NC(=O)c2c(C(=O)O)cccc2[N+](=O)[O-])sc2c1CCCC2` : i	30
Profile of `CCOC(=O)CSc1nnc2c(n1)C1(C)CCC2C1(C)C` (stereo unspecified) : ?	·

Returning to the listing with the 5 entries that preceded the break.
| smiles | S3 lipid droplet | S3 lipid droplet cell count max |
| --- | --- | --- |
| Nc1nc(N(Cc2ccccc2)Cc2ccccc2)nc(C(F)(F)F)n1 | ? | · |
| CCN(CC)c1ccc(/C=N/NC(=S)NCc2ccccc2)c(O)c1 | 12µM* | -20* |
| CCOC(=O)CSc1nnc2c(n1)C1(C)CCC2C1(C)C (stereo unspecified) | ? | · |
| Cc1ccccc1-c1nc(CN2CCC(C(=O)N3CCC(C(N)=O)CC3)CC2)c(C)o1 | i | · |
| CC1=CC(C)(C)Nc2ccc(OC(=O)CN3C(=O)c4ccccc4C3=O)cc21 | ? | · |
| CC1COc2ccccc2N1C(=O)c1cccnc1Cl (stereo unspecified) | ? | · |
| O=C(Nc1cccc(F)c1)NC1CCCc2ccccc21 (stereo unspecified) | ? | · |
| CCCCn1c(N)c(N(CCOC)C(=O)COC(=O)COc2c(C)cc(C)cc2C)c(=O)[nH]c1=O | 20%[0.0737 µM] | -16 |
| Cc1ccccc1NC(=O)c1ccc(S(=O)(=O)N2CCCC2)cc1 | ? | · |
| FC(F)(F)c1ccccc1NC(=S)NN=C1CCCCCC1 | ? | · |
| ClCCN1C2=NCCCN2c2ccccc21 | -18% | 2 |
| C=CCn1cc(Cl)cc(C(=O)Nc2ccccc2)c1=O | 19% | 5 |
| COC(=O)c1cc(S(=O)(=O)NCC(C)c2ccccc2)cn1C (stereo unspecified) | ? | · |
| CCc1ccc(C(O)(C(C)C)C(CN2CCOCC2)c2ccccc2)cc1 (stereo unspecified) | 24% | · |
| COCCN(C(=O)CSc1nnc(-c2ccccc2F)n1N)c1c(N)n(Cc2ccccc2)c(=O)[nH]c1=O | 3% | 1 |

The list goes on.
| smiles | S3 lipid droplet | S3 lipid droplet cell count max |
| --- | --- | --- |
| CCCC(=O)Nc1cc(S(=O)(=O)N2CCCCC2)ccc1N1CCOCC1 | ? | · |
| O=CN1CCN(C(=O)COc2ccc(Cl)cc2Br)CC1 | ? | · |
| CN(C)C(CNc1ncnc2sccc12)c1ccccc1 (stereo unspecified) | -10% | 16 |
| CN(C)CCCNCCCNC(=O)/C=N/O | ? | · |
| Nc1ccc(N2CCOCC2)c2nonc12 | 21% | 2 |
| O=C(O)CC(Cc1ccccc1)(C(=O)O)c1ccccc1 (stereo unspecified) | -5% | -2 |
| COc1ccc(-c2oc3ncnc(NCCCN4CCOCC4)c3c2-c2ccc(OC)cc2)cc1 | ? | · |
| Cc1cc(C(=O)Nc2ccccc2C(=O)N2CCCCC2)ccc1[N+](=O)[O-] | -3% | -23 |
| O=C(CNC(=O)c1cccc(F)c1)N/N=C/c1cc(Br)ccc1OCc1ccccc1 | i | -6 |
| CC1CCCCC12NC(=O)N(CC(=O)c1ccc3c(c1)OCO3)C2=O (stereo unspecified) | -13%[0.0737 µM] | · |

Additional compounds
| smiles | S3 lipid droplet | S3 lipid droplet cell count max |
| --- | --- | --- |
| O=C(O)CN=C1NC2(CCCC2)Cc2ccccc21 | 9% | 5 |
| Cc1ccc(-n2c(-c3ccc(Cl)cc3)n[nH]c2=S)cc1 | ? | · |
| O=C(Cc1cccs1)Nc1ccc(Cl)cc1 | ? | · |
| Cc1ccc(/C=N\NC(=O)C2CN(S(=O)(=O)c3ccccc3)CCN2S(=O)(=O)c2ccccc2)cc1 (stereo unspecified) | -19% | · |
| O=S(=O)(c1ccccc1F)N1CCN(CCc2ccccc2)CC1 | i | 18 |
| C=CCSc1nc2sc(C)c(C)c2c(=O)[nH]1 | 12% | 0 |
| NC(=O)c1ccc(NC(=O)CS(=O)(=O)c2cn(CC(=O)N3CCCC3)c3ccccc23)cc1 | ? | · |
| CCOC(=O)c1sc(NC(=O)C2CC(=O)N(c3ccccc3C)C2)nc1C (stereo unspecified) | i | 18 |
| COC(=O)/C=C1\SC(=Nc2ccccc2)NC1=O | -67% | 11 |
| O=C(CN1CCN(c2ccccn2)CC1)Nc1cccc(S(=O)(=O)N2CCCC2)c1 | ? | · |

New compounds follow.
Values run as follows: S3 lipid droplet	S3 lipid droplet cell count max
Cc1cc(C(=O)CN2C(=O)NC3(CCCc4sccc43)C2=O)c(C)n1-c1ccc(Cl)cc1 (stereo unspecified)
  ?	·
C=CCOc1cccc(/C=N/NC(=O)CN2CCCCC2)c1
  ?	·
CCOC(=O)c1cnc2ccc(OC)cc2c1NCc1ccccc1
  13%	2
CC(C)[C@H](NC(=O)c1ccc(F)cc1)C(=O)OCC(=O)NC(=O)c1cccn1C
  0%	-4
CC1CCCC(C)N1CCCNC(=O)c1ccc2nc(N3CCOCC3)sc2c1 (stereo unspecified)
  i	-4
COC(=O)c1ccc(C23CC4(C2)[C@H](CN(Cc2ccc(-c5ccccc5)cc2)[C@@H]4c2ccccc2)C3c2ccc(Cl)nc2)cc1 (stereo partly specified)
  ?	·
O=C(Nc1cccc(Cl)c1)OCc1cn(-c2ccc(Cl)cc2)nn1
  ?	·
O=C1CN(C(=O)COC(=O)c2ccc(N3CCCCCC3)c([N+](=O)[O-])c2)c2ccccc2N1
  ?	·
CCCC(=O)NC(=S)Nc1ccc(CN2CCOCC2)cc1
  ?	·
CCC(=O)Nc1nnc(S(=O)(=O)N2CCCC2)s1
  ?	·
COc1ccc(C2C(C(C)=O)=C(O)C(=O)N2c2ccc(Br)cc2)cc1 (stereo unspecified)
  ?	·
Cc1ccccc1OCC(=O)N/N=C/c1cccn1C
  ?	·
O=C(NCc1ccc2c(c1)OCO2)c1cc2ccccc2oc1=O
  ?	·
O=C(NCCS(=O)(=O)N1CCN(c2ccccc2F)CC1)c1ccc2c(c1)OCO2
  ?	·
COc1ccc(NC(=O)CSc2nnc3ccc(-c4ccncc4)nn23)cc1OC
  ?	·

Further records.
Values run as follows: S3 lipid droplet	S3 lipid droplet cell count max
Clc1ccc(CNC2CCCC2)c(Cl)c1
  -4%	-14
Cc1ccccc1CNC(=O)c1ccc(Cl)c([N+](=O)[O-])c1
  -1%	-11
Cc1nn(C)c2ncc(C(=O)c3cc(F)ccc3O)cc12
  ?	·
O=C(c1cc2ccccc2o1)N1CCN(S(=O)(=O)c2ccc(F)c(F)c2F)CC1
  ?	·
COc1ccc(OC)c(C(=O)NC(CC(N)=O)c2ccc(NCc3ccccn3)c([N+](=O)[O-])c2)c1 (stereo unspecified)
  ?	·
COc1ccc(C(O)c2nc3ccccc3s2)cc1 (stereo unspecified)
  ?	·
O=C(Nc1ccc(F)cc1)Nc1nnc(COc2ccccc2F)s1
  ?	·
COc1cccc(C(=O)NNC(=O)C(=O)Nc2ccc(C)c(Cl)c2)c1
  ?	·
CCOC(=O)c1cc(C#N)c(N2CCOCC2)nc1-c1ccccc1
  ?	·
O=c1cc(C(Cl)(Cl)Cl)oc2c1ccc1ccccc12
  ?	·
COc1ccc(CCNC(=O)C(C)c2ccc([N+](=O)[O-])cc2)cc1 (stereo unspecified)
  ?	·
COc1ccc(C(=O)Nc2ccc(S(=O)(=O)Nc3onc(C)c3C)cc2)cc1OC
  -12%	0
COc1ccc(C(=O)N(C)C2CCCCC2)cc1S(=O)(=O)N1CCOCC1
  ?	·
O=C(NCCCN1CCCCCC1)C1CC(=O)N(CCc2ccccc2)C1 (stereo unspecified)
  i	-17
O=c1c2cc(NC(=S)NCc3ccccn3)ccc2nc2n1CCCCC2
  ?	·

Carrying on:
Values run as follows: S3 lipid droplet	S3 lipid droplet cell count max
COc1ccc2[nH]c3c(c2c1)CCN1C(=O)N([C@@H](C)C(=O)NC2CCCC2)C(=O)[C@]31C
  ?	·
CC1=NN(C(C#N)c2ccc(F)cc2)C(c2ccccc2)C1 (stereo unspecified)
  i	-11
O=C(Nc1ccc(Br)cc1)NC1CCCCCCC1
  ?	·
O=C(CCC1CCCCC1)Nc1ccccc1O
  -1%	4
CCOC(=O)c1cc2c(=O)n3ccccc3nc2n(CCCOC)c1=NC(=O)c1ccncc1
  -8%	-12
COc1ccc(-c2cc(-c3ccc(OC)cc3)[nH]n2)cc1
  ?	·
O=C(NC1CCCC1)c1nc2c(nnn2Cc2cccc(Cl)c2)c(=O)[nH]1
  ?	·
O=C(Nc1ccc(F)cc1)c1ccccc1
  i	·
Cc1ccc(-c2nnc(N)s2)cc1
  ?	·
COc1cc(C)ccc1OCCOc1c(C)cccc1Cl
  ?	·
COc1ccccc1CNC(=O)C(=O)NCC1OCCN1C(=O)c1cccs1 (stereo unspecified)
  -10%	-3
COc1ccc(S(=O)(=O)N2CCCCC2)cc1NC(=O)C1COc2ccccc2O1 (stereo unspecified)
  ?	·
COc1ccc(Cl)cc1NC(=O)CN(C)C(C)C(=O)NCC1CCCCC1 (stereo unspecified)
  ?	·
COc1ccccc1N1CCN(C(=O)CCC(=O)N2CCN(c3ccc(F)cc3)CC2)CC1
  -26%	13
CCOc1c(O)ccc(C2NC(=O)NC(C)=C2C(=O)OC)c1[N+](=O)[O-] (stereo unspecified)
  3%	-17

Continued.
Values run as follows: S3 lipid droplet	S3 lipid droplet cell count max
O=C1OCCN/C1=C\C(=O)c1ccc(Cl)cc1
  5%	20
O=C(CSc1nnc(-c2ccccn2)o1)Nc1cccc(Cl)c1
  ?	·
Cc1cc(C)c(NC(=S)NCC2CCN(C(C)c3ccccc3)C2)c(C)c1 (stereo unspecified)
  ?	·
COc1ccccc1C(CNC(=O)c1ccc(OCc2c(C)noc2C)cc1)N1CCCC1 (stereo unspecified)
  ?	·
CC1=C(C(=O)Nc2ccccc2C(=O)NC2CCC(C)CC2)SCCO1 (stereo unspecified)
  ?	·
CCc1oc2ccccc2c1C(=O)c1cc(Br)c(O)c(Br)c1
  -2%&-8%	7&3
COc1ccc(C(=O)C2CCCN(C(=O)C3=CCCC3)C2)cc1OC (stereo unspecified)
  -1%	4
Cc1ccc(CNC(=O)CCc2cn(C)c3ccccc23)cc1
  i	·
Cn1nc(-c2ccccc2F)c2cc(C(=O)Nc3ccc4c(c3)OCCO4)sc21
  ?	·
COc1ccc(-c2cc(C(=O)O)[nH]n2)cc1OC
  18µM*	-22*
CN(C)C(=O)c1cn(CCC#N)nc1-c1ccc2ccccc2c1
  11%	-2
Cc1cc(OCc2nc3ccccc3s2)ccc1N
  ?	·
O=S(=O)(Nc1ncccn1)c1ccc(NC(=S)NCc2ccco2)cc1
  -1%	9
O=[N+]([O-])c1ccccc1Oc1ccc(Cl)c2cccnc12
  ?	·
C=CCn1c(SCC(=O)N(CCC)C2CCS(=O)(=O)C2)nnc1-c1ccccc1OC (stereo unspecified)
  -9%	-14

Remaining list, next part
Values run as follows: S3 lipid droplet	S3 lipid droplet cell count max
COc1ccc(Nc2nc(C)c(-c3ccccc3)s2)cc1
  ?	·
O=C(c1cccn(Cc2cccc(Cl)c2)c1=O)N1CCOCC1
  i	·
CN(C)C(=S)NC1CCS(=O)(=O)C1 (stereo unspecified)
  ?	·
CC(C)CCNC(=O)COC(=O)c1cc(Br)c(Br)s1
  ?	·
Cc1cccc(C)c1NC(=O)C1C2C=CC(C2)C1C(=O)NCc1ccccn1 (stereo unspecified)
  i	11
N#Cc1ncc(Cc2ccccc2)nc1C#N
  7.3µM*	-23*
